Screens as filed in PubChem BioAssay.
V1aR counter – activates human V1a receptor in oxytocin agonist counter-screen; CHO-V1R cells, Fluo-8 calcium fluorescence, agonist mode; 0% DMSO, 100% 3 nM vasopressin; activation, % at 3 µM; 320,000 tested, 0.25% active; AID 2797;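 active means activation above the mean activation of all tested compounds plus 3 SD, per screening run, cut at about 20% in these data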;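 further: signal is peak over basal fluorescence ratio across a 100 second FLIPR read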
OXTR agonist – agonists of human oxytocin receptor | CHO-OTR cells, Fluo-8 calcium fluorescence; normalized: DMSO 0%, oxytocin 100% | activation, % at 3 µM | 320,000 tested, 0.32% active | AID 2435;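 active means activation above the mean of all tested compounds plus 3 SD, cutoff set per screening run, cut at about 20% in these data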;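 further: peak over basal fluorescence ratio from a 100 s FLIPR kinetic read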
Target sequence (P30559 whole entry, looked up): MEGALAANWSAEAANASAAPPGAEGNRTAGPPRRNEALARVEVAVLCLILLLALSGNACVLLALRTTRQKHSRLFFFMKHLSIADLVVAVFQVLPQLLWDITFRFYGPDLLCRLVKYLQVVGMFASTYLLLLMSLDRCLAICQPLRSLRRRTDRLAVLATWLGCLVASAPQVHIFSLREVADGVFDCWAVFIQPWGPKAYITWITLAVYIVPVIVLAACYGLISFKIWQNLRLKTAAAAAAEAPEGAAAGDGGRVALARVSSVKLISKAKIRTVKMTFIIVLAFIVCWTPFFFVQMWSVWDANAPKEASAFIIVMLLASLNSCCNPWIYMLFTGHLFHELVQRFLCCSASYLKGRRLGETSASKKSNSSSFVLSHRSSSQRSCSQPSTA
CHO-K1 Ca ag – nonselective activator or artifact in parental CHO-K1 cells; Fluo-8 calcium fluorescence; scaled to maximal ATP response, vehicle zero; activation, % at 3 µM; 360,000 tested, 0.48% active; in the data active means activation above about 15%;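 further: untransfected CHO-K1 host cells lacking M1 receptor as counterscreen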
CHO-K1 Ca PAM – counter-screen for M1 PAMs: effect in parental CHO-K1 cells; ATP EC20, Fluo-8 calcium fluorescence; 0% at ATP EC20, 100% at ATP max; 360,000 tested, 0.02% active; activation, % at 3 µM;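 active means activation above the run cutoff, the mean activation of all test compounds plus 3 SD, cut at about 40% in these data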;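 further: peak over basal fluorescence ratio in a 140 s read after ATP addition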
CHO parental Ca – counter-screen for OX1R antagonists: effect in parental CHO cells; 330,000 tested, 0.63% active; AID 463079; inhibition, % at 5.6 µM; parental CHO-K1, ATP-induced calcium, Fluo-8 fluorescence;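 active means inhibition above that plate's mean sample inhibition plus 3 SD, cut at about 26% in these data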;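 further: 0% = ATP-challenged DMSO wells and 100% = DMSO wells without ATP; some compounds past the cut are filed as inactive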
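Test system: parental CHO cells; detection: calcium-sensitive Fluo-8 fluorescence; evaluation: percent inhibition of calcium signal; also added: ATP as calcium-mobilizing challenge; repeats: one well per compound; control set: ATP-challenged DMSO wells low, unchallenged DMSO wells high; compound: single nominal dose of 5.6 µM per compound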
CHO-K1 Ca antag – M1 antagonist counterscreen hit in parental CHO-K1 cells; ATP-induced calcium, Fluo-8 fluorescence; inhibition, % at 3 µM; 360,000 tested, 0.6% active; AID 602250;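 active means inhibition above a per-plate cutoff, the plate's mean sample inhibition plus 3 SD, cut at about 24% in these data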;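 further: 0% = DMSO plus EC80 ATP and 100% = DMSO alone without ATP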
GPR7 antagonist – antagonists of human GPR7 (neuropeptides B/W receptor 1) | GPR7-expressing cells, fluorescence antagonist assay | P48145 | inhibition, % at 4.4 µM | 290,000 tested, 1.1% active; in the data active means inhibition above about 16%, passing the limit was not always enough;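 further: cells stimulated with the agonist NPW; 0% = agonist with vehicle and 100% = vehicle without agonist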
Target sequence (P48145 whole entry, looked up): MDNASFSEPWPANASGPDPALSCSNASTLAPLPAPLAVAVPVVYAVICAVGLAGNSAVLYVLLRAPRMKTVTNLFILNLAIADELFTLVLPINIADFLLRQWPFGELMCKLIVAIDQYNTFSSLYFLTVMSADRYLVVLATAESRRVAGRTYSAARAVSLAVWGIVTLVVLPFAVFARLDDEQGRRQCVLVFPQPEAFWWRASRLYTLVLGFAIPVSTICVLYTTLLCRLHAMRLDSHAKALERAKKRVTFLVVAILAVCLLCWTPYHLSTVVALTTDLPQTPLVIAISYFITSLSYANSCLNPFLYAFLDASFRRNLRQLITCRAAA
OXTR potentiator – potentiators of human oxytocin receptor; P30559; CHO-OTR cells, Fluo-8 calcium fluorescence, potentiator mode; 0% = oxytocin EC15, 100% = EC100; activation, % at 3 µM; 320,000 tested, 0.061% active;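 active means activation above that plate's cutoff, the mean activation of tested compounds plus 3 SD, cut at about 6.6% in these data, passing the limit was not always enough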;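 further: 100% uses oxytocin at 75 nM as the full agonist control; some results filed as inactive read as strong as hits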
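Dosing: Single dose, 3.0 µM nominal final compound concentration | Material: Human OTR in CHO cells | Technique: Kinetic Fluo-8 calcium fluorescence | Benchmarks: EC15 oxytocin alone as 0%, 75 nM oxytocin as 100% | Probe or stimulus: Oxytocin at about EC15, sub-maximal agonist stimulus | Incubation: Compound 6 min at room temperature before oxytocin, 100 s read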
TAAR1 antagonist – human TAAR1 antagonism; Q96RJ0; inhibition, % at 3 µM; 360,000 tested, 1.5% active; CHO RD-HGA16 TAAR1, Fluo-8 calcium fluorescence, antagonist;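 active means inhibition above a per-plate cutoff, the mean inhibition of test compounds on that plate plus 3 SD, cut at about 49% in these data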;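 further: 0% = DMSO plus EC80 beta-PEA response and 100% = DMSO alone without agonist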
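System: RD-HGA16 CHO cells with stable hTAAR1 and Gα16 | Probe or stimulus: EC80 β-phenethylamine stimulus | Dosing: 3 µM, single point | Times: Dye loading 75 min at 37 °C, then 30 min room temperature | Measured by: Fluo-8 calcium-sensitive fluorescence | Read-out basis: % inhibition of agonist calcium response | Replicates: n of 1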
* = called active by the depositor; nt = no result given.

SMILES	V1aR counter	OXTR agonist	CHO-K1 Ca ag	CHO-K1 Ca PAM	CHO parental Ca	CHO-K1 Ca antag	GPR7 antagonist	OXTR potentiator	TAAR1 antagonist
N#Cc1c(F)cccc1NCc1cccnc1	0.4	0.1	1.4	8	-8	-14	32	-11	6
CC(C)CNS(=O)(=O)c1ccc(CCC(=O)Nc2ccc3c(c2)OCO3)cc1	1.6	-0.2	1.8	12	-16	1	7	-8	3
COc1ccccc1CNC(=O)CCCN1C(=O)COc2ccc(C)cc21	-0.5	-0.5	2.6	17	-18	-8	3	-4	1
Cc1ccc(S(=O)(=O)/C(C#N)=C/c2c(N3CCCCC3)nc3ccccn3c2=O)cc1	-1.2	-1.0	0.0	4	-16	-10	-18	-8	-35
Cc1cc(C)cc(NC(=O)C(c2ccccc2)N2CCCC2)c1 (stereo not drawn)	1.7	-0.6	-0.4	-8	-11	9	10	-4	-23
Cn1c(N)c(C(=O)c2cc(-c3ccccc3)nc3ccccc23)c(=O)n(C)c1=O	-0.3	-1.3	0.1	9	-3	-5	-4	-18	22
COc1ccc(Br)cc1/C=N/n1c(-c2ccccc2)n[nH]c1=S	2.0	-0.2	0.0	-22	-5	12	-7	3	1
CC1(C(=O)N2CCC(CC3CC(c4cccc(Br)c4)=NO3)(C(=O)NCC3CCCCC3)CC2)CC1 (stereo not drawn)	1.3	-2.2	0.3	13	-34	-21	17	-13	7
C[C@@H]1COC(=O)[C@@H](Cc2ccc(F)cc2)C/C=C\C[C@H](CC(=O)N(CCO)Cc2ccccc2)C(=O)N1	0.2	0.6	0.8	2	-19	8	nt	2	-4
COc1ccc2oc(C(F)(F)C(F)(F)F)cc(=O)c2c1	-0.1	0.7	0.2	11	-5	4	-12	-9	-12
Cc1ccc(NC(=O)CN(C)C(=O)Cc2c(Cl)cccc2Cl)cc1	0.2	0.8	1.6	13	-16	-14	2	-1	-8
Cc1ccc2nc3n(c(=O)c2c1)-c1ncccc1C(=O)NC3Cc1ccc(O)cc1 (stereo not drawn)	nt	nt	1.4	3	nt	-5	nt	nt	-9
CC1(C)CC(=O)c2cnc(NC(=O)Cc3ccc(Cl)cc3)nc2C1	-0.2	0.8	0.1	15	3	-8	5	-6	-9
Cc1cccc(-c2c3c(=O)n(C)c(=O)n(C)c3c3nnc4ccccc4n23)c1	nt	nt	3.8	13	nt	0	-4	nt	-9
Nc1c(C(=O)c2ccc(Br)s2)oc2ccccc12	-0.1	-0.5	0.0	7	-24	-2	-16	-4	-23
Cc1ccc(S(=O)(=O)N2CCC(=O)c3ccccc32)cc1	nt	nt	0.4	-3	nt	10	nt	nt	-9
CC(=O)c1ccc(NC(=S)NC(C)CCc2ccccc2)cc1 (stereo not drawn)	10	14	15*	3	-6	-1	-6	-15	13
Cc1ccc(OCC(=O)N(Cc2cccs2)C2CCS(=O)(=O)C2)cc1C (stereo not drawn)	2.2	-0.2	4.5	4	-9	-1	-10	-3	-10
O=C(NCC1CCCO1)C1CCCN1C(=O)Nc1ccc(Cl)cc1 (stereo not drawn)	0.3	0.5	0.1	4	-7	-14	-3	8	-1
Cc1cc(Br)ccc1OCCCCNCCO	4.8	9.1	0.3	-8	0	15	13	-13	1
Cc1cc(Cl)ccc1OCC(=O)N/N=C1\CCCc2ccccc21	-0.5	1.4	1.3	25	-29	-46	4	-9	-3
CCOC(=O)CC1(c2ccc(OC)c(OC)c2)C(=O)c2ccccc2C1=O	-0.9	-1.9	1.4	17	-3	-10	-9	-5	-13
O=C(COC(=O)Cc1ccc(F)cc1)Nc1ccc(Cl)cn1	0.2	-0.3	0.7	1	-3	-10	nt	-6	-2
O=C(O)C1C2CCC(O2)C1C(=O)Nc1ccc(F)cc1 (stereo not drawn)	-0.4	0.0	-0.1	-6	-14	-6	-10	-5	6

Not a retest: entries from further up.
SMILES	V1aR counter	OXTR agonist	CHO-K1 Ca ag	CHO-K1 Ca PAM	CHO parental Ca	CHO-K1 Ca antag	GPR7 antagonist	OXTR potentiator	TAAR1 antagonist
CC1(C)CC(=O)c2cnc(NC(=O)Cc3ccc(Cl)cc3)nc2C1	-0.2	0.8	0.1	15	3	-8	5	-6	-9
Cc1cccc(-c2c3c(=O)n(C)c(=O)n(C)c3c3nnc4ccccc4n23)c1	nt	nt	3.8	13	nt	0	-4	nt	-9
Nc1c(C(=O)c2ccc(Br)s2)oc2ccccc12	-0.1	-0.5	0.0	7	-24	-2	-16	-4	-23
Cc1ccc(S(=O)(=O)N2CCC(=O)c3ccccc32)cc1	nt	nt	0.4	-3	nt	10	nt	nt	-9
CC(=O)c1ccc(NC(=S)NC(C)CCc2ccccc2)cc1 (stereo not drawn)	10	14	15*	3	-6	-1	-6	-15	13

The list continues.
SMILES	V1aR counter	OXTR agonist	CHO-K1 Ca ag	CHO-K1 Ca PAM	CHO parental Ca	CHO-K1 Ca antag	GPR7 antagonist	OXTR potentiator	TAAR1 antagonist
CCCn1nc(C(=O)NNC(=O)CCCOc2ccc(OC)cc2)c2ccccc2c1=O	-0.8	-2.2	-0.5	8	-37	-16	nt	0	-26
COc1ccc(-c2cc(-c3ccc(OC)c(OC)c3)n[nH]2)c(O)c1	5.4	2.9	1.5	24	19	-2	6	-14	11
COc1ccc(CCNC(=O)C(=O)c2c(C)[nH]c3ccccc23)cc1	-0.7	-0.1	4.0	17	-5	-6	-8	-6	33
Cc1ccc2c(c1)N(CCCC(=O)NCC1COc3ccccc3O1)C(=O)CO2 (stereo not drawn)	1.9	-0.2	3.1	-1	-16	-11	7	2	10
c1ccc(CN(Cc2ccccc2)c2nn[nH]n2)cc1	0.6	-1.7	0.6	20	-13	-14	0	2	-13
COc1ccc(C)cc1N(CC(=O)NC1CCCC1)C(=O)CCC(=O)Nc1cc(C)on1	-0.2	0.4	0.1	18	-14	-11	-4	-14	-7
CN(C)CC1CCC/C(=C/c2ccc(Cl)cc2)C1=O (stereo not drawn)	nt	nt	0.1	-9	nt	2	nt	nt	7
O=C(c1ccco1)N1CCN(Cc2cccc3ccccc23)CC1	1.8	-0.4	1.0	-5	-1	-1	-12	-8	8
O=C(Nc1ccc2[nH]c(=O)[nH]c2c1)c1ccc(Br)o1	-0.1	-0.1	-0.5	-7	0	2	-14	-2	-20
CN(CC(=O)Nc1cccc(F)c1)C(=O)C1CSC2(C)CCC(=O)N12 (stereo not drawn)	0.3	0.6	0.5	1	-30	-1	nt	-9	-14
COc1ccc(N(CC(=O)Nc2cc(OC)cc(OC)c2)S(=O)(=O)c2c(C)n[nH]c2C)cc1	0.8	-0.2	1.2	1	-18	-19	0	-11	-1
COc1ccc(-n2cc(-c3ccc(C)cc3)[n+]3c2SCC3)cc1	1.1	0.2	1.4	23	-4	-8	-5	-4	-1
Cc1cccc(OCCNC(=O)c2ncn[nH]2)c1	0.7	0.6	1.0	18	-3	-10	2	-3	12
Cc1ccc(-c2nc(CN(Cc3cnn(C)c3)C(C)C)c(C)o2)o1	-0.1	-0.7	0.0	19	-8	-14	-11	-3	-4
O=C(NC(Cc1c[nH]c2ccccc12)c1nnc2n1CCCCC2)c1ccccc1 (stereo not drawn)	0.1	-0.1	0.3	15	-12	-6	-1	-10	17
Cc1ccc2cc(CN(CCCN3CCOCC3)C(c3nnnn3Cc3ccco3)C(C)C)c(=O)[nH]c2c1C (stereo not drawn)	-0.7	0.0	14	8	-31	3	-1	-1	3
Brc1ccc2c(c1)-c1ccccc1C1=NCCN12	nt	nt	0.4	-8	nt	6	nt	nt	-31
CCCNC(=O)Nc1cc(S(=O)(=O)CC)ccc1O	1.9	-0.2	-0.2	-3	0	1	-3	-2	-32
COc1ccc(CN2CCC2(C)C(=O)NCCc2c[nH]c3ccccc23)c2ccccc12 (stereo not drawn)	nt	nt	0.2	14	nt	-5	nt	nt	-22
Nc1ccc(Oc2ncccn2)c(Cl)c1	0.5	1.4	-0.2	-11	-1	5	-13	1	-8
NC1=C(c2ccc([N+](=O)[O-])cc2)C(=O)CO1	0.7	-0.5	0.3	-11	1	15	-2	-3	-29
Fc1ccccc1/C=C1\CCCC2=C1Nc1ncnn1C2c1ccccc1F (stereo not drawn)	1.6	-0.6	nt	nt	-3	nt	2	-9	nt
CCCN(CCC)C1=CC(=[N+]2CCCC2)CC(C)(C)C1	-0.1	2.1	1.2	4	-2	0	52*	7	13
O=C(Nc1nc(-c2cccs2)cs1)c1ccc(S(=O)(=O)N2CCCCC2)cc1	-0.6	1.7	1.1	19	13	2	-7	-7	-11
COC(=O)c1ccc(SCC(=O)NC2CCCC2)c([N+](=O)[O-])c1	-0.1	12	3.1	35	-22	-13	-2	-12	13
CC1(C)CC(=O)C(CS(=O)(=O)c2ccccc2)=C(Cl)C1	0.8	0.1	0.9	16	-6	-11	-10	0	-12
CNc1nnc(-c2ccc(C)cc2)c2ccccc12	-1.0	-2.3	-0.4	18	-16	-2	-5	-9	1
Cc1ccc(/C=C2\S/C(=N/S(=O)(=O)c3cccs3)NC2=O)cc1	-0.7	-1.1	0.3	16	7	-15	-12	-5	-20

Retrieved by compound from above, three records:
SMILES	V1aR counter	OXTR agonist	CHO-K1 Ca ag	CHO-K1 Ca PAM	CHO parental Ca	CHO-K1 Ca antag	GPR7 antagonist	OXTR potentiator	TAAR1 antagonist
CC1(C)CC(=O)C(CS(=O)(=O)c2ccccc2)=C(Cl)C1	0.8	0.1	0.9	16	-6	-11	-10	0	-12
Cc1ccc(/C=C2\S/C(=N/S(=O)(=O)c3cccs3)NC2=O)cc1	-0.7	-1.1	0.3	16	7	-15	-12	-5	-20
CNc1nnc(-c2ccc(C)cc2)c2ccccc12	-1.0	-2.3	-0.4	18	-16	-2	-5	-9	1
